FLuc inh – Photinus pyralis luciferase inhibition | Potency, µM (doses to about 115 µM), inactives show top-dose activity change, negative = inhibition, most hits filed as inhibitors | P08659 | purified P. pyralis luciferase, luminescence, biochemical | 76,000 tested, 2.5% active; note: potency is the fitted concentration of half-maximal effect; nearly all actives have a fitted effect of over 65% in size
Target sequence (P08659 whole entry, looked up): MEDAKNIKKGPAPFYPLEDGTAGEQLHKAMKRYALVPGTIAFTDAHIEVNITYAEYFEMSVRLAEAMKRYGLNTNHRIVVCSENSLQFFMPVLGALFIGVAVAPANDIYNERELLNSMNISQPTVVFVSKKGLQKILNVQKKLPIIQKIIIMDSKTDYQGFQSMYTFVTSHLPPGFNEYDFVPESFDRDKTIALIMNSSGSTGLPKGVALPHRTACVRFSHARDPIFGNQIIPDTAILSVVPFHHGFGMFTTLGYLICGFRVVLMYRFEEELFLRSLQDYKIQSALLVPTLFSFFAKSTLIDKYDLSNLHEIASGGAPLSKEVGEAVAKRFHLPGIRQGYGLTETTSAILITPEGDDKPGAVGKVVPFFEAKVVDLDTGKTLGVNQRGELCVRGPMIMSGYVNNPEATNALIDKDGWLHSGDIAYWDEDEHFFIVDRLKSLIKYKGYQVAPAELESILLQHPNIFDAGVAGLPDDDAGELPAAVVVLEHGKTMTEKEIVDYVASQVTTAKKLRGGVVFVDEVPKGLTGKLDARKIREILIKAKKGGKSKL
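Inhibitors were tested against purified firefly luciferase in a biochemical, low-substrate format (both substrates at 10uM) and luminescence measured with a CCD imager.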
NIH3T3 tox – NIH 3T3 cell cytotoxicity. NIH 3T3 viability, CellTiter-Glo ATP luminescence, 48-72 h. Potency, µM (top dose mostly 96.7 µM), without a hit: at the top dose activity change, negative = cytotoxicity, actives largely listed as inhibitors. 94,000 tested, 4.3% active. AID 1345082; note: potency is the fitted concentration of half-maximal effect; nearly all actives have a fitted effect of over 55% in size
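First NIH 3T3 cells are plated at 400 cells/well; next compound is pinned in; then plates incubate 48 or 72 hr at 37 °C; finally CellTiter-Glo is added and luminescence read after 10 min.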
GPT2 inh – blocks human glutamate pyruvate transaminase 2; Q8TD30; 100,000 tested, 0.25% active; AID 1671188; Potency, µM (highest dose often 57.7 µM), for inactives: at the top dose activity change, negative = inhibition, usual class: inhibitors; Recombinant GPT2, coupled pyruvate oxidase/HRP Amplex Red fluorescence; note: potency is the fitted concentration of half-maximal effect; nearly all actives have a fitted effect of over 60% in size; many of its hits are not listed in these tables
Target sequence (Q8TD30 whole entry, looked up): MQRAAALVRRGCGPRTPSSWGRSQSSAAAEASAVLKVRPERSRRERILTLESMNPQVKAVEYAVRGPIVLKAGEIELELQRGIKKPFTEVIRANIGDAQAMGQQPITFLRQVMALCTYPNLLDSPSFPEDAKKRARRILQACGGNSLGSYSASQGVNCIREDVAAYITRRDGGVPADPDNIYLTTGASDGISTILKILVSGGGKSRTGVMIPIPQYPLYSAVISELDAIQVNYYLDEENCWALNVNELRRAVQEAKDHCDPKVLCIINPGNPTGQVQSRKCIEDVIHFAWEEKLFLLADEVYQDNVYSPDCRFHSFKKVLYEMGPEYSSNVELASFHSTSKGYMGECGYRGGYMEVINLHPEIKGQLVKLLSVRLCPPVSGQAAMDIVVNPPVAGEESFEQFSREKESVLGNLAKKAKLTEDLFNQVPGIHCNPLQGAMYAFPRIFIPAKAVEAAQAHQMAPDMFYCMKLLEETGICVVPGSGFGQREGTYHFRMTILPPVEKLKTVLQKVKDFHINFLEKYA
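GPT2 10ng/uL, a-KG 250uM, L-Ala 2mM, HEPES pH7.5 + 0.0001% Tween; 30 min RT. Then Amplex mix (PO/HRP/ThPP), 30 min RT dark, fluorescence. AOA 50uM used as positive control.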
SNCA viab count – reduces viability of HEK-293 SNCA reporter cells. AID 1671193. 150,000 tested, 0.12% active. Potency, µM (titrated, usually from 57.1 µM), inactives show top-dose activity change, negative = cytotoxicity, actives largely listed as cytotoxic. HEK-293-SNCA-luc viability, GF-AFC fluorescence, 24 h;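 note: potency is the fitted concentration of half-maximal effect; 0% = DMSO-treated cells and -100% = medium-only wells without cells; nearly all actives have a fitted effect of over 30% in size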
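Cytotoxicity counterscreen: after 24 h compound treatment of genome-edited SNCA-luciferase HEK-293 cells, live-cell protease substrate GF-AFC read by fluorescence after 30 min; activity scaled between DMSO (0%) and medium-only (-100%), curves Hill-fitted.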
IP6K1 inh – IP6K1 kinase inhibition; activity change, % (series mostly up to about 58 µM); Q92551; IP6K1 kinase, ADP-Glo luminescence, 2 h; stronger effect = lower value; 140,000 tested, 0.81% active; AID 1645851; in the data active = activity change below about -25%
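ADP-Glo luminescence measures ADP made by human IP6K1 during a 2 h RT reaction with ATP/IP6 (mix at 1.3 mM/130 uM); top library doses 57.5 and 19.1 uM final.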
HEK cytotox – HEK 293 cell cytotoxicity | HEK 293 viability, ATP luminescence (CellTiter-Glo), 48-72 h | Potency, µM (titrated, usually from 115 µM), for the others: top-dose activity change, negative = cytotoxicity, actives largely listed as inhibitors | 94,000 tested, 6.6% active | AID 1345083; note: potency is the fitted concentration of half-maximal effect; nearly all actives have a fitted effect of over 60% in size
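ATP-coupled CellTiter-Glo luminescence served as viability read-out, recorded 10 min after reagent addition at room temperature. HEK 293 cells, 250 cells/well, had been incubated with pintool-transferred compound for 48 or 72 hr at 37 degree Celsius.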
SNCA expr inhib – SNCA gene expression inhibition | Potency, µM (series often up to 57.2 µM), for inactives: top-dose activity change, negative = inhibition, most hits filed as inhibitors | HEK-293 SNCA-luciferase knock-in, luminescence, 24 h | 140,000 tested, 0.17% active;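 note: potency is the fitted concentration of half-maximal effect; plate controls were DMSO cells for no effect and cell-free wells for full effect; nearly all actives have a fitted effect of over 45% in size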
The depositor's hits bear a star; i = inactive; ? = inconclusive; · = not tested or not shown; & = joins results of further samples; [ ] = remark or other dose. Unless noted, calls come from the whole dose curve; as a rule, active = well fitted curve in the direction sought with a large enough effect; inconclusive = small, poorly fitted or top-dose-only effect, or another doubt; inactive = no such curve, though single readings can be large; an effect the other way counts as inactive or inconclusive. Unless noted, % is set by controls: 0 for no effect and ±100 for the full control effect. Only part of the results is shown, so the mix of outcomes need not match the whole.

Compound	FLuc inh	NIH3T3 tox	GPT2 inh	SNCA viab count	IP6K1 inh	HEK cytotox	SNCA expr inhib
O=C(NCc1ccc(F)c(Cl)c1)c1cc2n(n1)CC(c1ccc(Cl)cc1)OC2 (stereo not drawn)	-2.1%	?	-16.0%	-2.9%	0.7	35.5µM*	-24.1%
COc1ccc2cc(C(C)C(=O)Oc3ccc(C(N)=S)cc3)ccc2c1 (stereo not drawn)	·	·	0.6%	8.1%	18.5	·	·
CCOc1ccccc1NC(=O)Cn1c(N2CCN(c3ccccc3)CC2)nc(C)cc1=O	4.0%	2.6%	2.5%	-3.8%	13.0	-10.8%	5.0%
O=C(CC1CCCC1)NC1CCN(C(=O)N2CC3CC(C2)[C@H]2CCCC(=O)N2C3)CC1 (stereo partly drawn)	-6.6%	-0.3%	-10.9%	1.2%	10.8	6.5%	-1.0%
COc1cc(NC(=O)CN2CCCc3nc(C4CC4)ncc3C2=O)cc(OC)c1	-6.2%	-19.5%	0.0%	0.0%	6.7	-24.9%	-2.2%
CCOC(=O)c1ccccc1NC(=O)C(=O)Nc1ccc2nc3n(c(=O)c2c1)CCCCC3	·	·	·	-11.4%	24.9	·	-29.5%
CNc1nccc(N2CCC(CC(=O)NCCCN3CCC(C)CC3)CC2)n1	4.2%	?	-6.9%	-8.5%	12.4	?	13.9%
Cc1ccc(C2Cn3nnc(-c4nc(-c5cccc(F)c5)no4)c3CO2)c(C)c1 (stereo not drawn)	-2.4%	i	-4.5%	9.0%	8.5	26.4%	-15.8%
O=c1ccc(N2CCC(NS(=O)(=O)c3ccc(Cl)s3)CC2)nn1CC1CC1	13.2%	?	i	-5.2%	-1.6	?	-31.0%
COCCN1Cc2cc(OC)ccc2N(CC(O)COc2ccc(OC)cc2)CCC1=O (stereo not drawn)	·	?	·	·	-7.4	-16.6%	·
COc1ccc(Cl)cc1NC(=O)CCn1c(=O)c2cccn2c2ccccc21	·	·	·	11.1%	2.9	·	-6.4%
COC(=O)CNC(=O)NCCc1ncc(C)n1C1CCCC1	-8.6%	-9.5%	i	12.2%	-15.6	-21.0%	8.6%
CC(C)CC(=O)NC1CCN(c2ccc(F)cc2)C1=O (stereo not drawn)	9.7%	i	5.0%	1.8%	-6.8	-1.6%	6.2%
COc1cccc(CNC(=O)CCCCCn2c(=O)[nH]c3cc(OC)c(OC)cc3c2=O)c1	·	·	·	14.2%	-1.5	·	7.7%
CCOC(=O)C1CCN(C(=O)C2CCCN(Cc3cccc(-c4ccsc4)c3)C2)CC1 (stereo not drawn)	·	?	·	·	-14.0	35.5µM*	·
COCCOCC(=O)N1[C@@H]2CC[C@H]1CC(NC(=O)c1cnc(C)cn1)C2 (stereo partly drawn)	3.6%	-26.8%	i	-1.4%	0.9	2.9%	-0.1%
O=C([C@H]1C[C@@H](O)[C@H](O)[C@@H]2N=C(Nc3ccc(Cl)cc3)S[C@@H]21)N1CCOCC1	-21.1%[172 µM]	-7.6%[174 µM]	i	4.0%[87.6 µM]	-4.5	i	2.9%[87.6 µM]
Cc1noc(-c2ccccc2Cl)c1C(=O)NCCc1cccs1	-11.4%	?	-17.8%	9.1%	11.5	?	-10.3%
O=C1COc2ccc(OCc3cncs3)nc2CN1Cc1ccc(F)cc1	-21.1%[172 µM]	?	?	-6.0%[87.6 µM]	-7.8	112µM*	-22.6%[87.6 µM]
CCN1C[C@H]2COc3cc(OC)ccc3[C@H]2N(C(=O)c2ccc(C)cc2)CCC1=O	·	?	·	·	-8.8	-19.2%	·
CCCCC/C=C\C/C=C\CCCCCCCC(=O)NC(C)c1ccccc1 (stereo not drawn)	·	·	i	-13.2%[23.9 µM]	27.7	·	-2.6%[25.6 µM]
CCSc1oc(-c2ccco2)nc1S(=O)(=O)c1ccc(Br)cc1	·	·	·	0.4%	6.2	·	-26.0%
CCn1ccc(C(=O)N2CCC(c3nn(C)c4c3COCC4)CC2)n1	5.6%	i	-9.8%	1.5%	2.3	11.5%	15.6%
Cn1cc(-c2ccc(O)c(F)c2)c2nc(CN3CCOCC3)cn2c1=O	1.6%[172 µM]	?	i	11.2%[87.6 µM]	-12.9	-2.5%[172 µM]	-2.8%[87.6 µM]
O=C(NCCc1ccccc1)c1ccc(CSc2nc3ccncc3n2Cc2ccccc2F)cc1	·	·	·	-26.4%	-13.6	·	48.1%[activator]
O=C(c1cc(F)ccc1Cl)N1CCC2(CC1)N(c1ccccc1)C(=O)CS2(=O)=O	0.2%	2.6%	-2.6%	10.9%	0.0	0.3%	30.9%[activator]
CCOC(=O)C1CCCN(C(=O)c2ccc3c(c2)sc2nc(-c4ccc(CC)cc4)cn23)C1 (stereo not drawn)	·	·	·	-14.0%	-17.2	·	-5.1%
CCCOc1ccc(-c2nc(OC)c3ccccc3n2)cc1	·	·	-23.8%	13.7%	4.7	·	·
COC(=O)[C@@H]1Cc2c([nH]c3ccccc23)[C@H]2C[C@H](NCCO)C[C@@H](c3ccccc3)N21	?	44.7µM*	i	-10.8%[87.6 µM]	6.4	?	-18.5%[87.6 µM]
Cc1nnc(SCc2ccccc2)c2cc3sccc3n12	·	·	·	?	8.8	·	262.1%[activator]
COc1cccc(CNC(=O)N2CCC(Oc3ncccc3C(=O)N3CCCCC3)C2)c1 (stereo not drawn)	-2.7%	i	i	1.4%	8.5	3.1%	13.9%
C1Cc2[nH]nc(-c3nn[nH]n3)c2C1	·	·	i	7.1%&5.2%	19.3	·	-12.9%
Cc1ccc2c(c1)-c1nc(-c3ccccc3)cc(-c3ccccc3)c1CO2	·	·	·	6.6%	5.7	·	-24.6%
CCOc1ccc(CNC(=O)Cn2ccc3cc(S(=O)(=O)N4CCCCC4)ccc32)cc1	·	·	·	-1.7%	3.5	·	2.0%
COc1cccc(NC(=O)c2oc3ccccc3c2NC(=O)c2ccc(OC(C)C)cc2)c1	·	·	·	7.6%	16.0	·	17.1%
COC1CCN(c2cc(-c3cccnc3)nc3c(C)noc23)CC1	5.9%[172 µM]	?	-13.7%[88.5 µM]	7.8%[87.6 µM]	0.2	-13.7%[172 µM]	-28.7%[87.6 µM]
CC1=C(C(=O)Nc2ccc(C)cc2C)C(c2ccc(C(=O)O)cc2)n2nc(SCc3ccccc3)nc2N1 (stereo not drawn)	·	·	·	-6.5%	-11.0	·	29.6%
Cc1cc(-c2ccccc2)n2nc(-c3ccccc3)cc2n1	·	·	·	4.9%	-17.2	·	1.3%
CC(C)NC(=O)CN1C(=O)NC2(CCC(C(C)(C)C)CC2)C1=O (stereo not drawn)	-0.6%	-3.1%	i	-0.2%	-1.7	-4.9%	-20.9%
CC(C)(C)CC(=O)N1CCN2C(=O)c3cc(-c4ccc(Cl)cc4)ccc3NC(=O)[C@H]2C1	-13.4%	?	-24.5%	-22.8%	-0.8	39.8µM*	?

Compound profiles, from the list above. Values in the order: FLuc inh	NIH3T3 tox	GPT2 inh	SNCA viab count	IP6K1 inh	HEK cytotox	SNCA expr inhib
`CCn1ccc(C(=O)N2CCC(c3nn(C)c4c3COCC4)CC2)n1` reads 5.6%	i	-9.8%	1.5%	2.3	11.5%	15.6%
`CC(C)NC(=O)CN1C(=O)NC2(CCC(C(C)(C)C)CC2)C1=O` (stereo not drawn) reads -0.6%	-3.1%	i	-0.2%	-1.7	-4.9%	-20.9%

New compounds follow
Compound	FLuc inh	NIH3T3 tox	GPT2 inh	SNCA viab count	IP6K1 inh	HEK cytotox	SNCA expr inhib
Cc1ccc(NC(=O)Cn2c(-c3cnccn3)nc(C)c(C)c2=O)cc1C	0.0%	?	i	-26.8%	-1.3	-18.0%	5.4%
CCc1noc([C@@H]2CC(F)(F)CN2C(=O)c2ccoc2)n1	6.1%	3.7%	i	-1.1%	-3.5	i	11.0%
COc1ccc(C2C(C(=O)Nc3ccc(C)cc3C)=C(C)Nc3nc4ccccc4n32)c(OC)c1 (stereo not drawn)	·	·	·	27.8%	-10.4	·	8.1%
CC1CCC(C(=O)NC(C(=O)OCC(=O)c2ccccc2)C(C)C)CC1 (stereo not drawn)	·	·	·	-7.2%	38.5	·	5.5%
CCCOc1ccc(C2c3c(oc4ccc(F)cc4c3=O)C(=O)N2CCc2ccc(OC)cc2)cc1 (stereo not drawn)	·	·	·	-1.8%	-1.4	·	-13.9%
CCOc1ccc(NC(=O)C(=O)NCC(c2cccnc2)N2CCc3ccccc32)cc1 (stereo not drawn)	·	·	·	-3.6%	-5.0	·	0.8%
COc1ccccc1-c1ccc(CN2CCC(N[S+](=O)([O-])c3cccs3)C2)cc1 (stereo not drawn)	·	?	2.8%	-1.6%[12.5 µM]	23.3	?	-10.0%
O=C(NC[C@H]1OC[C@@H](NC2CCCC2)[C@@H]1O)c1ccccc1	-2.5%[172 µM]	i	3.9%[88.5 µM]	3.0%[87.6 µM]	1.0	i	10.6%[87.6 µM]
Cc1cccc(OCC(=O)NC2CCN(c3cc(C(F)(F)F)ncn3)CC2)c1	0.0%	-24.1%	0.8%	8.1%	13.5	?	-1.9%
COc1cccc(CNC(=O)C2CN(C(C)C)C(=O)N2)c1 (stereo not drawn)	·	-24.3%[138 µM]	i	7.9%[12.5 µM]	3.7	-13.2%[172 µM]	1.6%[87.6 µM]
CC(C)(C)C(=O)N1CCC(C(=O)N2CCC(c3nc4ncccc4[nH]3)CC2)C1 (stereo not drawn)	·	-9.0%	i	-1.0%	-2.4	0.8%	?
CCOc1ccccc1CNC(=O)CCc1c(C)nn(-c2ccc(N3CCOCC3)nn2)c1C	·	·	·	-3.4%	-5.0	·	25.7%
Cc1ccc(C)c(S(=O)(=O)c2nnn3c2nc(Nc2ccc(F)c(Cl)c2)c2sccc23)c1	·	·	·	5.4%	-4.6	·	8.4%
COc1cc(C(=O)Nc2ccc3oc(-c4ccc(C)c(Br)c4)nc3c2)cc(OC)c1OC	·	·	·	?	40.7	·	12.6%
CCCN1CCC2(CCN([S+](=O)([O-])c3cccc(OC)c3)CC2)Oc2ccccc21	5.9%	?	i	-10.6%	-0.1	?	-14.9%
COc1nc2c(cc1CNC(=O)c1cccnc1C)C(=O)N(C1CCCC1)C2	0.1%	?	-12.5%	9.2%	11.0	-14.0%	10.3%
CC(=O)N1CC2(CCN(Cc3ccc(Cl)cc3)C2)Cc2ccccc21 (stereo not drawn)	·	-17.6%	-7.5%	-15.7%	-6.6	?	-27.9%
COc1cc([C@@H]2c3cc4c(cc3[C@H](O)[C@@H](CO)[C@@H]2C(=O)NCC(C)C)OCO4)cc(OC)c1OC	2.2%	-4.9%	4.0%	-11.2%	-1.4	-18.1%	-19.9%

Screens from PubChem BioAssay.
